ADAM17 inh: inhibitors of human ADAM17; inhibition, % at 6.95 µM; recombinant ADAM17, EDANS/DABCYL FRET peptide cleavage; P78536; AID 720648; 370,000 tested, 0.83% active;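 active means inhibition above the mean of compounds lying between control limits plus 3 SD, set per campaign, cut at about 8.5% in these data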;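 further: 0% = DMSO-only wells as the low control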
MBD2 inh: inhibitors of human MBD2 binding to methylated oligonucleotide. AID 686964. Q9UBB5. 370,000 tested, 0.31% active. inhibition, % at 4.4 µM. TR-FRET; in the data active means inhibition above about 13%
DDE Tn6 FP inh: inhibitors of Tn6 peptide binding to human fibrin DD(E) | P02675 | inhibition, % at 8.3 µM | Fibrin DD(E) TRITC-Tn6 fluorescence polarization displacement | 370,000 tested, 0.21% active;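 active means inhibition above a per-campaign cutoff: mean of compounds within control limits plus 3 SD, cut at about 15% in these data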;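 further: 0% = median of all compound wells on the plate and 100% = blocking peptide control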
PLCb3 inh: blocks human PLC-beta3 enzyme activity; Q01970; Purified PLC-beta3, fluorogenic substrate, fluorescence; inhibition, % at 12.2 µM; 370,000 tested, 0.18% active; AID 720704; in the data active means inhibition above about 11%;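 further: 0% = median of compound wells on plate and 100% = full blocker control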
ARFGAP1 inhibitor: inhibitors of rat ARFGAP1 | Q62848 | Arfgap1-stimulated ARF1 GTP hydrolysis, GDP FP detection | inhibition, % at 16.5 µM | 360,000 tested, 0.26% active;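 active means inhibition above a per-plate limit, mean inhibition of low control wells plus 3 SD, cut at about 25% in these data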;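 further: 0% = DMSO wells with enzyme and 100% = wells lacking Arfgap1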
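Assay system: Rat Arfgap1 GAP domain (His6, aa 1-136), purified enzyme | Buffer or medium: HEPES 25 mM pH 7.5, NaCl 150 mM, MgCl2, DTT | Schedule: GTP hydrolysis reaction 2 h at 25 °C | Signal: FP of antibody-bound GDP Alexa 633 tracer, ex 620/em 688 nm | Measure: Percent inhibition of Arfgap1-stimulated GTP hydrolysis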
ASAP1 GAP inh: ASAP1 ArfGAP inhibition | Q9ULH1 | ASAP1-stimulated ARF1 GTP hydrolysis, GDP FP detection | inhibition, % at 16.5 µM | 360,000 tested, 0.19% active | AID 624377; in the data active means inhibition above about 25%;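 further: 0% = vehicle with enzyme and substrate and 100% = no enzyme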
UHRF1 MBD2 ctr: human UHRF1 methylated DNA binding inhibitors; Q96T88; UHRF1 binding to methylated oligo, TR-FRET; inhibition, % at 4.4 µM; 370,000 tested, 0.75% active; AID 687016; in the data active means inhibition above about 21%;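 further: UHRF1 SRA domain binding a hemimethylated CpG hairpin DNA probe; 0% = median of test compound wells and 100% = reference inhibitor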
PLC-gamma1 inh: PLC-gamma1 (human) inhibition, primary screen. AID 720700. purified PLC-gamma1, fluorogenic substrate, fluorescence. 370,000 tested, 0.84% active. P19174. inhibition, % at 12.2 µM; in the data active means inhibition above about 9.5%
Target sequence (P19174 whole entry, looked up): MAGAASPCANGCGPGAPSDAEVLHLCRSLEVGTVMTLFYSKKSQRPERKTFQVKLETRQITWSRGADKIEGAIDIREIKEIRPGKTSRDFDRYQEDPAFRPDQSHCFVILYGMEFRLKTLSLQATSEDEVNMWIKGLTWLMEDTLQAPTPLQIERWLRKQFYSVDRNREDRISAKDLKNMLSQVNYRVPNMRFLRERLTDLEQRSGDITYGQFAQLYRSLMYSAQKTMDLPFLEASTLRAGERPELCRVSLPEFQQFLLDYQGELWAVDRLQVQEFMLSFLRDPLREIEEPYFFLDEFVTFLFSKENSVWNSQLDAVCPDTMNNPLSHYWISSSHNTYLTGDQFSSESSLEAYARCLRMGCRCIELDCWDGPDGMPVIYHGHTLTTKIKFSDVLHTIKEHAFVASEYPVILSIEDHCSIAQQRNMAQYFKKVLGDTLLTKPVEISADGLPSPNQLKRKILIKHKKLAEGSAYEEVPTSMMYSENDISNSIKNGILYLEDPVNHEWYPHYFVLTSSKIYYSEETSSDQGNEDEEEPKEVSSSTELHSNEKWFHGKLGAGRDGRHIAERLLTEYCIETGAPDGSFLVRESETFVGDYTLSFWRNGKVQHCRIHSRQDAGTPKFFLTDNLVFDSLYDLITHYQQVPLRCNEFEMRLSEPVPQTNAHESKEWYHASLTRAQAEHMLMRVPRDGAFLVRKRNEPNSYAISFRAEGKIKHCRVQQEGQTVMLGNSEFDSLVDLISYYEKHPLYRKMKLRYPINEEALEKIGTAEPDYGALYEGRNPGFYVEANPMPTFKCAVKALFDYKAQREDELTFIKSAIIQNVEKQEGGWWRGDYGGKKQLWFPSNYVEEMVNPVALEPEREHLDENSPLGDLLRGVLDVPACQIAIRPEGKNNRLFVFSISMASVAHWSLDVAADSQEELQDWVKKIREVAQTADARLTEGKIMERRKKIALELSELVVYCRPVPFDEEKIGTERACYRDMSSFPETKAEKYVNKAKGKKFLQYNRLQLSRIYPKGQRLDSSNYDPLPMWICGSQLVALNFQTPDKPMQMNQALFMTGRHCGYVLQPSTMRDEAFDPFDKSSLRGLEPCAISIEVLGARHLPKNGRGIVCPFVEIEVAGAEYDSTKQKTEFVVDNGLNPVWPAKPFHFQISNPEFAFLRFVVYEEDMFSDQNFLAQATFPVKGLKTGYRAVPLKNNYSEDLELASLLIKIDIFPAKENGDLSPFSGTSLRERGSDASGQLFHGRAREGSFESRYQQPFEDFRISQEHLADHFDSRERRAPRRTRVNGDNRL
proKLK7 act: activators of human kallikrein-7 zymogen; 370,000 tested, 0.9% active; activation, % at 7 µM; purified proKLK7, EDANS-DABCYL substrate fluorescence; 100% is mature enzyme control, 0% vehicle;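 active means activation above the mean of all tested compounds plus 3 SD, computed per campaign excluding outliers beyond control limits, cut at about 13% in these data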
Tn7 DDE FP: DD(E)-Tn7 binding inhibition, primary FP screen; FP displacement of FITC-Tn7 peptide from fibrin DD(E); 0% = median of compound wells per plate; inhibition, % at 8.3 µM; 370,000 tested, 0.13% active;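 active means inhibition above the mean of compounds falling within the control limits plus 3 SD of them, cut at about 14% in these data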;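 further: 0% = plate median of compound wells and 100% = 10 µM Aha-Tn7 peptide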
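system = human fibrin DD(E) protein | quantity = DD(E) 2 µM final | medium = Tris/NaCl/CaCl2 buffer, pH 7.8 | also added = labelled Tn7 tracer, 0.1 µM | compound dosing = single point at 8.3 µM | timing = compound with protein 10 min, then 3 h after probe, room temperature | signal = FP measurement | benchmarks = Aha-Tn7 high control | repeats = one replicate per compound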
* hit, by the source's call; i = inactive; / = not tested or not shown. Not a hit list; 4.1% or so of the library scored in one or more.

canonical_smiles	ADAM17 inh	MBD2 inh	DDE Tn6 FP inh	PLCb3 inh	ARFGAP1 inhibitor	ASAP1 GAP inh	UHRF1 MBD2 ctr	PLC-gamma1 inh	proKLK7 act	Tn7 DDE FP
CC(C)CC1OC(C)Cc2[nH][nH]c(=O)c21 (stereo unspecified)	-5	-10	2	3	-2	-16	-9	2	-0.2	2
CC(NC(=O)CN(C)Cc1cccc(Cl)c1)c1ccccc1 (stereo unspecified)	2	2	-8	-6	2	4	2	4	0.5	-2
CCOC(=O)c1c(C)[nH]c(C(=O)COC(=O)c2cc(C)oc2C)c1C	-3	2	8	-16	8	4	-2	-12	0.5	-8
COc1ccc(S(=O)(=O)N2CCOCC2)cc1NC(=O)C1CCN(S(=O)(=O)c2ccc(Cl)cc2)CC1	-2	3	3	-4	0	3	-2	5	0.1	-8
Cc1cccn2c(=O)c(C=O)c(N3CCN(c4ccc(F)cc4)CC3)nc12	2	-1	-2	-1	2	-3	-2	-2	-0.7	-11
CC(=O)c1ccc(OCc2cccc(C(F)(F)F)c2)cc1O	5	-2	2	-7	-7	11	-2	-6	-0.2	-8
O=C(OCC#CCSc1nnc(-c2cccc3ccccc23)o1)c1cccc(C(F)(F)F)c1	-4	1	-3	0	/	/	4	-2	/	3
O=C(O)c1cccc(N/N=C/c2cccc3ccccc23)c1	0	-3	-2	-8	9	-1	42*	-4	0.7	-1
Cc1ccc(C(=O)NC(=S)Nc2cc(C(F)(F)F)ccc2Cl)cc1	3	4	10	2	-5	-1	-1	0	-0.7	7
CC(=O)c1ccc(Nc2nc(C(N)COCc3ccccc3)cs2)cc1 (stereo unspecified)	-3	0	-4	-138	12	8	-2	-105	1.0	-8
COc1ccc(-c2nn(Cc3ccccc3)cc2C(=O)N2CCN(c3ncccn3)CC2)cc1OC	2	-1	3	-3	-10	11	2	4	0.9	2
Cc1ccc(S(=O)(=O)NC(CC(=O)n2nc(C)cc2C)c2ccccc2)cc1 (stereo unspecified)	1	-2	1	5	1	20	3	5	-0.1	4
O=C(Nc1ccccc1N1CCCCC1)C1=COCCO1	-3	4	-5	-10	-4	-13	0	-7	0.1	7
CCC(c1nnc(SCC(=O)Nc2ccc(C(=O)N(C)C)cc2)n1Cc1ccccc1)N(C)C (stereo unspecified)	-1	-5	1	-5	1	8	-2	-1	0.2	-6
CC(C)OC(=O)c1c(NS(=O)(=O)c2ccccc2)sc2c1CCCC2	1	-1	-3	-6	10	18	3	-1	0.0	-3
CN(C(=O)c1cccc(NC(=O)Cc2ccc(NC(=O)C3CCN(C(=O)c4ccccc4)CC3)cc2)c1)C1CCCCC1	1	-8	-1	4	8	5	0	1	0.6	-3
CCOC(=O)C1=C(N)Oc2cc(C)n(CCc3ccc(OC)c(OC)c3)c(=O)c2C1c1cccnc1 (stereo unspecified)	-2	2	3	1	-14	-2	0	0	0.5	5
N#CC(c1ccccc1)C(CC(=O)c1ccccc1)c1ccccc1 (stereo unspecified)	3	0	7	5	12	-7	-2	2	0.4	-5
C=CCc1cc(Cl)ccc1OCCOCCNC(C)CC (stereo unspecified)	-2	5	3	-6	2	-14	0	3	-0.7	0
Cc1cc(C)c(NC(=O)C2CCC(=O)N2)c(C)c1 (stereo unspecified)	1	4	10	3	3	1	1	1	-0.5	-7
Cc1ncc(CSc2nc3ccccc3[nH]2)c(N)n1	-7	-6	-4	-14	-3	1	-1	-9	1.1	-1
Cc1cc(NC(=O)COC(=O)c2ccccc2NCCO)no1	i	-1	-7	i	2	18	12	i	34*	4
CC1(C(=O)NCc2ccccc2Br)CCN1Cc1ccccc1OC(F)F (stereo unspecified)	5	8	-2	-3	5	0	4	3	-0.6	6
COc1cc(/C=N\N=C2/SC(CC(=O)O)C(=O)N2c2ccc(O)cc2)ccc1O (stereo unspecified)	-6	-4	0	-1	2	-1	1	-1	-8.6	-7
COc1ccc(C(=O)CSc2nnc(CNC(=O)c3ccc(OC)c(OC)c3)n2C)cc1	1	-6	-1	1	-8	13	-6	3	0.3	-4
CC(C)(C)C(=O)Nc1ccccc1C(=O)Nc1cccnc1	0	-4	4	0	1	0	-1	1	0.3	-5
CN(C)C(=O)c1ccc(Cc2cn(C)c3ccccc23)nc1	-7	4	11	-6	6	0	1	-3	0.6	4
O=C(NC1CCCCC1)c1cccnc1C(=O)O	-3	-4	-3	5	0	0	2	8	0.0	4
CC(C)(C)C(=O)NC(=S)Nc1cc(C(=O)O)ccc1Cl	-1	-6	4	1	8	0	0	2	-0.3	4
CCc1ccccc1N1CC(C(=O)N2Cc3ccccc3CC2C(N)=O)CC1=O (stereo unspecified)	-7	-3	-2	-6	0	14	-2	-3	0.0	3

The final 4 compounds of the section above lead into the next:
canonical_smiles	ADAM17 inh	MBD2 inh	DDE Tn6 FP inh	PLCb3 inh	ARFGAP1 inhibitor	ASAP1 GAP inh	UHRF1 MBD2 ctr	PLC-gamma1 inh	proKLK7 act	Tn7 DDE FP
CN(C)C(=O)c1ccc(Cc2cn(C)c3ccccc23)nc1	-7	4	11	-6	6	0	1	-3	0.6	4
O=C(NC1CCCCC1)c1cccnc1C(=O)O	-3	-4	-3	5	0	0	2	8	0.0	4
CC(C)(C)C(=O)NC(=S)Nc1cc(C(=O)O)ccc1Cl	-1	-6	4	1	8	0	0	2	-0.3	4
CCc1ccccc1N1CC(C(=O)N2Cc3ccccc3CC2C(N)=O)CC1=O (stereo unspecified)	-7	-3	-2	-6	0	14	-2	-3	0.0	3
COc1ccc(CCNC(=O)C2CCN(Cc3nc(-c4ccccc4F)oc3C)CC2)cc1OC	0	0	-4	-3	-5	0	0	2	-0.3	-10
O=S1(=O)CC2NC(=S)N(c3cccc(Br)c3)C2C1 (stereo unspecified)	-1	5	-4	-5	3	-2	1	-2	0.0	-9
O=C(NCCc1ccccc1)Nc1cccc(Cl)c1	7	-4	-2	4	3	12	5	0	1.2	2
Cc1ccc2c(c1)C(c1ccc(F)cc1)N(C(=O)c1ccccc1Br)CC(=O)N2 (stereo unspecified)	-1	7	-1	-8	0	-1	2	5	0.5	2
COc1ccccc1/C=C1\SC(=S)N(CCC(=O)NCCc2ccc(O)cc2)C1=O	-3	-3	-9	-7	6	14	6	1	-0.2	-5
CCOc1cc(/C=C2/C(=O)N(c3ccccc3)N=C2C)ccc1OC(=O)c1ccco1	3	10	0	3	1	-11	18	10*	0.1	8
COc1ccc(-n2cnc3scc(-c4ccccc4)c3c2=O)cc1	0	1	4	2	-4	0	0	2	0.0	3
O=C(Nc1cccc(F)c1)C1CC(=O)N(c2ccc(Cl)cc2)C1 (stereo unspecified)	6	-2	7	4	-10	-4	-1	7	0.0	-5
COc1cc(/C=C2\SC(=O)N(c3ccc(Cl)cc3)C2=O)cc([N+](=O)[O-])c1O	-2	0	-2	1	-19	-7	-2	2	0.6	-2
Cc1nc(C(=O)Nc2cc(Cl)ccc2Cl)nn1-c1cc(OC(C)C)c(Cl)cc1Cl	-1	-2	6	1	11	-10	-1	3	0.0	3
CC(=O)N(CCN1CCOCC1)Cc1cc2cc3c(cc2nc1Cl)OCO3	-1	-3	-7	4	-13	13	0	1	0.0	3
Cc1ccc(NC(=O)c2cc([N+](=O)[O-])ccc2N2CCCC2)cc1	-3	1	-3	2	3	6	2	0	0.3	0
Cc1ccc(Cl)cc1NC(=O)CN1C(=O)NC(C)(C2CC2)C1=O (stereo unspecified)	1	0	-6	1	1	-9	0	6	-0.3	-2
COc1ccc(/C=C2\SC(=O)N(CC(=O)NNC(=O)c3ccccc3O)C2=O)cc1	0	-1	2	-1	-7	2	-4	-2	0.1	7
CCN1CCN(C(=O)CS(=O)(=O)Cc2nc(-c3ccccc3C)oc2C)CC1	-1	-3	-1	-6	0	12	3	1	-0.4	0
Nc1cc(N)nc(CS)n1	-11	-7	-1	-10	-1	5	0	0	-0.3	4

Compound profiles (already shown):
`Cc1ccc(NC(=O)c2cc([N+](=O)[O-])ccc2N2CCCC2)cc1` in the list: ADAM17 inh: -3; MBD2 inh: 1; DDE Tn6 FP inh: -3; PLCb3 inh: 2; ARFGAP1 inhibitor: 3; ASAP1 GAP inh: 6; UHRF1 MBD2 ctr: 2; PLC-gamma1 inh: 0; proKLK7 act: 0.3; Tn7 DDE FP: 0
`O=S1(=O)CC2NC(=S)N(c3cccc(Br)c3)C2C1` (stereo unspecified) in the list: ADAM17 inh: -1; MBD2 inh: 5; DDE Tn6 FP inh: -4; PLCb3 inh: -5; ARFGAP1 inhibitor: 3; ASAP1 GAP inh: -2; UHRF1 MBD2 ctr: 1; PLC-gamma1 inh: -2; proKLK7 act: 0.0; Tn7 DDE FP: -9
